Epigenetic derep: epigenetic control regulation, reporter derepression. murine LDR cells, GFP reporter derepression, 30 h. Potency, µM (top dose mostly 53.9 µM), for the others: at the highest dose GFP activation, usual class: activators. hit rate 0.2% among 280,000. AID 1865; further: potency means the concentration at half of the fitted maximal effect; % of control where 0% means no effect; nearly all actives have a fitted effect of over 60% in size
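GFP-positive cell count by laser-scanning cytometry (objects 20–120 um) after 30 h, 37 C compound exposure of murine LDR cells; reporter is CMV-GFP integrated at a silenced locus, inducible by HDAC or DNMT inhibitors.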
CBFb-RUNX1 inh: inhibitors of human CBF-beta and RUNX1 interaction. Q01196+Q13951. Potency, µM (series often up to 59.8 µM), inactives show at the highest dose activity, negative = inhibition, actives largely listed as inhibitors. AlphaScreen CBFb-His/RUNX1-biotin binding, biochemical. AID 1477. 230,000 tested, under 10 active; further: % of control where 0% means no effect
Target sequence (Q01196 whole entry, looked up): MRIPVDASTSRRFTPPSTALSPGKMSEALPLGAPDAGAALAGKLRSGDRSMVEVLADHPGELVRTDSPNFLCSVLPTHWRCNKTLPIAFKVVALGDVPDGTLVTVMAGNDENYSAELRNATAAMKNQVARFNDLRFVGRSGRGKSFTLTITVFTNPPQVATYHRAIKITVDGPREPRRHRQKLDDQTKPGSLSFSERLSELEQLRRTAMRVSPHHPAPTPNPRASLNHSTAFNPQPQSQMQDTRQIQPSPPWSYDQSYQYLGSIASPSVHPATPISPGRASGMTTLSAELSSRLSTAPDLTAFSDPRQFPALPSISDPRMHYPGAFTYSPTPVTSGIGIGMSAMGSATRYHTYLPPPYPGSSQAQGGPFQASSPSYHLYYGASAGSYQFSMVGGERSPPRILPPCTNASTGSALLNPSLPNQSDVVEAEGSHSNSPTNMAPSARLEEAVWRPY
Target sequence (Q13951 whole entry, looked up): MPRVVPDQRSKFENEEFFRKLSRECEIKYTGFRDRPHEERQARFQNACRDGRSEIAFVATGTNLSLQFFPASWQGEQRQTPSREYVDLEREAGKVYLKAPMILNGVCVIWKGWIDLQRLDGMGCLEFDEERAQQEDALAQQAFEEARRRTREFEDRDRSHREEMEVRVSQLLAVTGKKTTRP
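Read-out: AlphaScreen. Format: His-CBF-beta with biotinylated RUNX1 (30 nM each) preincubated 20 min, compound 15 min, Ni-chelate plus streptavidin beads 90 min; room temperature throughout.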
HttQ103 aggreg: reduces HttQ103-GFP aggregates in PC12 cells | PC12 HttQ103-GFP aggregates, Acumen cytometry, 40 h | Potency, µM (top dose mostly 46.1 µM), without a hit: at the highest dose activity change, negative = inhibition, hits mostly inhibitors | hit rate 1.1% among 220,000; further: potency means the concentration at half of the fitted maximal effect; on the % scale 0 is the no-effect control and ±100 the full control effect; nearly all actives have a fitted effect of over 60% in size
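Huntingtin Q103 exon 1–GFP aggregates in induced PC12 cells (100 nM tebufenozide) were quantified by cytometry from lysates, with compounds dosed in titration.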
Lamin A splicing: modulators of lamin A splicing. HeLa LMNA splicing GFP/RFP minigene ratio, 48 h. hit rate 0.01% among 200,000. Potency, µM (highest dose often 46.1 µM), for inactives: at the highest dose ratio change, negative = inhibition, actives largely listed as inhibitors. AID 1487; active means well fitted inhibition curve with a large enough effect in the signal ratio, with a control signal flat, not every such curve was filed as active; inconclusive means small, poorly fitted or top-dose-only effect, or effect the other way, or a change in a side signal; the % refers to the signal ratio; further: potency means the concentration at half of the fitted maximal effect; on the % scale 0 is the no-effect control and ±100 the full control effect
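Read-out is the ratio of GFP to DsRed2 object intensity, acquired by 488 nm laser-scanning cytometry on HeLa lamin A-EGFP minigene reporter cells. Compound incubation 48 hrs at 37 °C in Opti-MEM with 2% FBS; DMSO 0.5% final.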
NPSR antagonist: neuropeptide S receptor (human) antagonism, cAMP | Q6W5P4 | CHO-NPSR cells, cAMP TR-FRET, antagonist mode | Potency, µM (titrated, usually from 38.3 µM), without a hit: top-dose activity change, negative = inhibition, most hits filed as inhibitors | hit rate 1% among 220,000 | AID 1461; further: potency means the concentration at half of the fitted maximal effect; on the % scale 0 is the no-effect control and ±100 the full control effect; nearly all actives have a fitted effect of over 50% in size; many of its hits are not listed in these tables
Target sequence (Q6W5P4 whole entry, looked up): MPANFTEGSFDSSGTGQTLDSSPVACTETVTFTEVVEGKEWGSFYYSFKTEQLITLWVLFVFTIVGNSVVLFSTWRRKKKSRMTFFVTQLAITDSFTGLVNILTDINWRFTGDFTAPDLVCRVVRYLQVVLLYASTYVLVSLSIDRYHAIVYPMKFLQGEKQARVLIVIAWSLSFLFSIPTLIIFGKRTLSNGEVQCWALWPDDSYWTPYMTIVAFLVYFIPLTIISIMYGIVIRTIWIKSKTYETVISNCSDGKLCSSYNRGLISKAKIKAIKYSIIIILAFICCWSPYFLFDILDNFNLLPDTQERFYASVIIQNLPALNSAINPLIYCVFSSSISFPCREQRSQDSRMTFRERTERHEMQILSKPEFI
IMPase Li inh: cell-permeable IMPase inhibitors with lithium potentiation; CHO-M1 cells, IP1 TR-FRET (IP-One), carbachol + lithium; Potency, µM (series often up to 59.4 µM), for the others: top-dose activity, negative = IMPase inhibition, usual class: inhibitors; hit rate 0.35% among 210,000;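 further: IP1 builds up when IMPase is blocked and the TR-FRET signal falls; potency means the concentration at half of the fitted maximal effect; plate controls were basal vehicle for no effect and high inhibitor control for full effect; nearly all actives have a fitted effect of over 50% in size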
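CHO-M1, 2000 cells/well, 16–30 h culture; cpd + low Li+, 30 min 37C; lysis with d2-IP1/Eu-anti-IP1 Ab, 10 min RT; TR-FRET 665/620 ratio and 620 channel; AC50 via Hill.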
Luc counter: counter-screen: inhibitors of Kinase-Glo firefly luciferase. Potency, µM (doses to about 38.3 µM), inactives show at the top dose activity change, negative = inhibition, hits mostly inhibitors. hit rate 0.28% among 200,000. Kinase-Glo luciferase, ATP luminescence, 8 min. Q27757. AID 1379; further: potency means the concentration at half of the fitted maximal effect; on the % scale 0 is the no-effect control and ±100 the full control effect; nearly all actives have a fitted effect of over 60% in size
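Kinase-Glo luciferase light output from ATP and luciferin was measured with 10 uM ATP, within the enzyme's linear range. Buffer: 50 mM imidazole pH 7.2, 50 mM KCl, 7 mM MgCl2, 0.01% Tween 20, 0.05% BSA; luminescence read after 8 min at ambient temperature.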
Active calls of the source: *; ? = inconclusive; . = not tested or not shown; & = joins results of further samples; [ ] = dose if it differs, or a comment. Unless noted, the call rests on the fitted dose curve; in most records, active means well fitted curve in the direction sought with a large enough effect; inconclusive means small, poorly fitted or top-dose-only effect, or another doubt; inactive means no such curve, though single readings can be large; an effect the other way counts as inactive or inconclusive. This is a subset. The share of hits here may be higher or lower than overall.

SMILES	Epigenetic derep	CBFb-RUNX1 inh	HttQ103 aggreg	Lamin A splicing	NPSR antagonist	IMPase Li inh	Luc counter
COc1cc(NC(=O)C2CCN(S(=O)(=O)c3cccc4nonc34)CC2)cc(OC)c1	-1.4%	-9%	17%	-1%	-16%[46.1 µM]	-6%[38.3 µM]	-5%
CCN1CCN(C(=O)C2=C(C(=O)O)CCCC2)CC1	-9.9%	2%	-4%	3%	-12%[46.1 µM]	.	.
Cn1c(=O)c(-c2ccccc2)c(O)c2ccccc21	3.4%&1.3%	-7%&13%	12%	?	18%	29%&-6%	-4%&0%
Cn1c(CN2CCCC(C(=O)c3ccc4c(c3)OCO4)C2)nc2ccccc21 (stereo not drawn)	3.3%	3%	-24%	.	54%	23%	7%
CC1CCc2c(sc3ncnc(NCCCOC(C)C)c23)C1 (stereo not drawn)	0.7%	7%	?	?	-22%[46.1 µM]	28%[38.3 µM]	-2%
CCOc1ccc(C(=O)c2cc([N+](=O)[O-])ccc2Cl)cc1	-1.0%	-22%	-5%	1%	?	.	.
CN(C)S(=O)(=O)c1ccc(C(=O)Nc2ccccc2SCCC#N)cc1	6.3%	9%	3%	?	-31%	2%	0%
O=C(COc1ccccc1C(=O)NCC1CCCO1)Nc1ccc(Br)cc1 (stereo not drawn)	0.0%	-19%	-11%	.	-9%	-1%	-1%
c1cc2nc(C34CC5CC(CC(C5)C3)C4)[nH]c2cn1	1.1%	8%	-4%	0%	11%	25%	-4%
NS(=O)(=O)c1ccc(Cl)cc1[N+](=O)[O-]	0.0%	3%	-26%[9.22 µM]	.	29%	.	.
O=C(Nc1ccc(S(=O)(=O)N2CCCC2)cc1)C1COc2ccccc2O1 (stereo not drawn)	-1.0%	0%	-10%	2%	-2%[46.1 µM]	1%	4%
O=C(C1=C[C@H](c2ccccc2)C[C@H](OCCCCO)O1)N1CCOCC1	-1.7%	4%	-7%[9.22 µM]	.	-10%	-4%	.
O=c1c(-c2nnc(SCc3ccc(Cl)cc3Cl)o2)cccn1Cc1ccccc1	-1.1%	6%	?	?	?	-27%[38.3 µM]	-3%
Cc1onc(-c2ccccc2)c1C(N)=O	1.8%	-2%	-18%	8%	14%[46.1 µM]	10%[38.3 µM]	-3%
COc1ccc([N+](=O)[O-])cc1N(CC(=O)Nc1ccccc1C(=O)NC(C)C)S(C)(=O)=O	-0.1%	2%	-10%[9.22 µM]	-1%[46 µM]	1%	-9%	-1%

Compound profiles (already shown). Values in the order: Epigenetic derep, CBFb-RUNX1 inh, HttQ103 aggreg, Lamin A splicing, NPSR antagonist, IMPase Li inh, Luc counter
c1cc2nc(C34CC5CC(CC(C5)C3)C4)[nH]c2cn1 in the list: 1.1%, 8%, -4%, 0%, 11%, 25%, -4%
O=c1c(-c2nnc(SCc3ccc(Cl)cc3Cl)o2)cccn1Cc1ccccc1 in the list: -1.1%, 6%, ?, ?, ?, -27%[38.3 µM], -3%

Continuation.
SMILES	Epigenetic derep	CBFb-RUNX1 inh	HttQ103 aggreg	Lamin A splicing	NPSR antagonist	IMPase Li inh	Luc counter
COc1ccc(C(F)(F)F)cc1NC(=O)c1nc2nc(C)cc(C(F)F)n2n1	2.2%	0%	8%	-1%	-16%[46.1 µM]	7%[38.3 µM]	1%
CN(C)CCN1C(=O)C(=O)/C(=C(/O)c2ccc3c(c2)OCCO3)C1c1ccccn1 (stereo not drawn)	1.2%	-12%	-11%[9.22 µM]	.	51%	.	.
O=c1c2ccccc2ncn1-c1cccc(Cl)c1	1.2%	6%	2%	-6%	2%[46.1 µM]	0%	-1%
Cc1occc1C(=O)NC(C)C12CC3CC(CC(C3)C1)C2 (stereo not drawn)	2.1%	0%	1%[9.22 µM]	.	20%	10%	-2%
Cc1cc(Cl)cc(Cl)c1OCCCCN(C)C	0.0%	4%	-4%	-4%	21%	-4%	2%
COC(CNC(=O)c1ccc(N2CCC3(CC2)OCCO3)c([N+](=O)[O-])c1)OC	0.9%	1%	8%	-18%	7%	2%	-1%
CCC(CC)c1nnc(NC(=O)c2ccco2)s1	1.1%	3%	10%[9.22 µM]	13%[46 µM]	-3%	5%	-2%
O=C(O)C1CC(=O)N(CCc2c[nH]c3ccccc23)C1 (stereo not drawn)	-3.2%	5%	-5%	3%	1%[7.67 µM]	8%[38.3 µM]	-5%
Cc1ccc(NS(=O)(=O)c2ccc(C3CCCCC3)cc2)cc1	5.2%	-5%	-19%	?	-3%	6%	1%
Cc1nn2c(-c3ccncc3)ccnc2c1Cl	-0.5%	-19%	-6%	14%[46 µM]	15%	8%	-1%
O=C(c1ccc(S(=O)(=O)Cc2cc(F)ccc2F)c([N+](=O)[O-])c1)N1CCCC1	-1.4%	-4%	16µM*	.	3%	-12%	2%
C=CCn1cnc2c(sc3nc(C)cc(C)c32)c1=O	1.1%	11%	-10%[9.22 µM]	.	3%	.	.
CCCC(=O)C1=C(O)C(C(=O)OC)C(C)(C)CC1=NC (stereo not drawn)	-0.7%	0%	6%[9.22 µM]	-1%	-2%[46.1 µM]	0%[38.3 µM]	0%
Cc1ccnc(NC(=O)COc2ccc3oc4c(c3c2)CCCC4)c1	-1.2%	19%	-8%	?	-13%[46.1 µM]	16%	4%
Cc1sc(N(C(=O)CCc2ccccc2)c2ccc(C(=O)O)cc2)nc1-c1ccccc1	0.0%	-5%	-14%[9.22 µM]	?	?	11%	-1%

In another format: results already given
Compound | Epigenetic derep | CBFb-RUNX1 inh | HttQ103 aggreg | Lamin A splicing | NPSR antagonist | IMPase Li inh | Luc counter
CCC(CC)c1nnc(NC(=O)c2ccco2)s1 | 1.1% | 3% | 10%[9.22 µM] | 13%[46 µM] | -3% | 5% | -2%
O=C(O)C1CC(=O)N(CCc2c[nH]c3ccccc23)C1 (stereo not drawn) | -3.2% | 5% | -5% | 3% | 1%[7.67 µM] | 8%[38.3 µM] | -5%

The list continues.
SMILES	Epigenetic derep	CBFb-RUNX1 inh	HttQ103 aggreg	Lamin A splicing	NPSR antagonist	IMPase Li inh	Luc counter
COc1ccccc1C(=O)N1CCN=C1SC	1.5%	7%	1%	0%	-2%[46.1 µM]	-7%[38.3 µM]	-2%
CCN1C(=O)c2cccc3c(NC(=O)c4cccc(N5C(=O)CCC5=O)c4)ccc1c23	-0.3%	-2%	16%	-12%	-19%[46.1 µM]	13%[38.3 µM]	-1%
O=C(Nc1ccc(C(F)(F)F)cc1)c1csc(-c2ccncc2)n1	-0.5%	7%	-1%	?	-30%	13%	1%
CSC(=Nc1ccccc1)Nc1ccccc1	0.0%	4%	5%[9.22 µM]	.	-8%	.	.
Cc1cc(C)cc(N(C(C)C(=O)NCCC2=CCCCC2)S(C)(=O)=O)c1 (stereo not drawn)	-4.4%	-5%	-3%	-7%	-5%[46.1 µM]	-6%[38.3 µM]	-2%
COc1ccc(-c2nc(SCC(=O)NC3CCCC3)c(-c3ccc(OC)cc3)[nH]2)cc1	-3.1%&-7.3%	1%[2.36 µM]	7%	-16%	-42%	12%	2%
COc1ccc(-n2c(Cc3cccn3C)nnc2SCC(=O)Nc2ccccc2C)cc1	0.7%	-3%	6%	1%	-22%[46.1 µM]	3%[38.3 µM]	-3%
O=C(Nc1ccccc1)Nc1cc([N+](=O)[O-])ccc1F	0.1%	10%	-27%	?	-12%	-3%	0%
CCOc1ccc(-c2nnc3sc(COc4ccc(C)cc4)nn23)cc1	-5.3%	2%	0%	4%	?	.	.
CCN(CC)C(=O)CN(c1ccc(F)c(Cl)c1)S(C)(=O)=O	2.9%	6%	0%	11%	-2%[46.1 µM]	-2%[38.3 µM]	-1%
CC1(C)CC(=O)C(C=NCCO)=C(O)C1	14%	9%	-8%	-10%	-1%[46.1 µM]	12%[38.3 µM]	-4%
O=C(Nc1nc(-c2ccc(F)cc2)cs1)c1cnccn1	-3.2%	-7%	10µM*	-3%	2%	5%	3%
COc1ccc(C)c2sc(=NC(=O)c3ccccc3)n(C)c12	-0.8%	13%	-9%	-15%	4%[46.1 µM]	35%[38.3 µM]	13µM*
CC12COC3(C(=O)Nc4ccc5ccccc5c4)CC1CCC32C (stereo not drawn)	-4.7%	18%	-28%	-22%[46 µM]	-56%	-4%	4%
O=C1CCOc2cc(OCc3ccccc3)ccc21	0.0%	5%	-3%	-6%	?	14%	?
CCOC(=O)c1c(C)[nH]c(C(=O)OCC(=O)N2CC(C)OC(C)C2)c1C (stereo not drawn)	2.0%	5%	-2%	-9%	-13%[46.1 µM]	25%[38.3 µM]	0%
Cc1csc(NC(=O)Cn2cnnn2)n1	-0.9%	5%	-13%	4%	-4%[46.1 µM]	-1%[38.3 µM]	0%
Cc1ccc(S(=O)(=O)NNC(=O)C2Cc3c(ccc4ccccc34)O2)cc1 (stereo not drawn)	-2.6%	-2%	?	-11%	-11%[46.1 µM]	17%[38.3 µM]	6%
NC(=O)CSc1nc(C23CC4CC(CC(C4)C2)C3)nc2ccccc12	4.1%	9%	44%[9.22 µM]	?	58%	22%	0%
CCCCCCn1c(N2CCN(c3cccc(Cl)c3)CC2)nc2c1c(=O)[nH]c(=O)n2C	-1.4%	4%	18%	5%	?	23%[38.3 µM]	-3%
COc1ccccc1OCC(=O)NCC1CCCCC1	1.8%	19%	7%	-6%	-24%[46.1 µM]	0%	4%
Cc1ccc[n+](CC(=O)Nc2ccc([N+](=O)[O-])cc2Cl)c1	0.0%	8%	1%	-4%	2%[46.1 µM]	17%	7%
Cc1ccc(C(=O)N/C(=C\c2cccc([N+](=O)[O-])c2)C(=O)NCc2ccncc2)cc1	1.1%	11%	16%	-9%	-5%	9%	1%
O=C(COC(=O)c1cc(=O)c2ccccc2o1)Nc1ccc2ccccc2c1	-3.0%	1%	15%	1%	12%	-1%	-3%
COc1ccc(F)cc1C(=O)C1CCCN(Cc2cn(C)c3ccccc23)C1 (stereo not drawn)	4.1%	0%	7%[9.22 µM]	-1%[46 µM]	51%	18%	-7%
O=C(Nc1nc(-c2ccccn2)cs1)c1cc2ccccc2o1	1.3%	.	?	-21%[9.22 µM]	-43%	-5%	-20%
Cc1ccc(Nc2ccc([N+](=O)[O-])nc2[N+](=O)[O-])cc1	0.0%	-5%	-18%	-1%	6%[46.1 µM]	1%	2%
O=C(c1ccccc1)N1CCN(C(=O)C23CC4CC(CC(C4)C2)C3)CC1	-0.8%	-2%	?	-15%	-17%[46.1 µM]	-8%[38.3 µM]	5%
Cc1ccc(SCCNC(=O)c2ccccc2)cc1	6.6%	9%	-23%	18%	-7%[46.1 µM]	-13%[38.3 µM]	-4%
CCOc1ccc2c(c1)C(c1ccc(C)o1)=NNC(c1ccncc1)=N2	12%	?	1%	-18%[9.22 µM]	-8%	9%	-2%

Source: PubChem BioAssay (National Center for Advancing Translational Sciences (NCATS))
